Bioassay records (PubChem BioAssay)
NPSR antag: blocks cAMP signaling of the human neuropeptide S receptor; Potency, µM (series often up to 38.3 µM), for the others: at the top dose activity change, negative = inhibition, hits mostly inhibitors; AID 1461; actives 1% (n = 220,000); CHO-NPSR cells, cAMP TR-FRET, antagonist mode; also: potency is read from the fitted curve at half-maximal effect; % is scaled to controls: 0 for no effect and ±100 for the full control effect; nearly all actives have a fitted effect of over 50% in size; many of its hits are not listed in these tables
IMPase Li inh: membrane-permeable IMPase blocker, potentiated with lithium | AID 1457 | Potency, µM (series often up to 59.4 µM), for inactives: top-dose activity, negative = IMPase inhibition, most hits filed as inhibitors | actives 0.35% (n = 210,000) | CHO-M1 cells, IP1 TR-FRET (IP-One), carbachol + lithium;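 also: IP1 builds up when IMPase is blocked and the TR-FRET signal falls; potency is read from the fitted curve at half-maximal effect; plate controls were basal vehicle for no effect and high inhibitor control for full effect; nearly all actives have a fitted effect of over 50% in size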
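IP1 accumulation measured by competitive TR-FRET in lysed CHO-M1 cells after 30 min compound exposure at 37C, with a small lithium addition to potentiate weak responses. Hill-equation AC50 from ratio and donor-channel data.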
CBFb RUNX1 block: blocks binding between human CBF-beta and RUNX1; AlphaScreen CBFb-His/RUNX1-biotin binding, biochemical; Potency, µM (top dose mostly 59.8 µM), without a hit: at the top dose activity, negative = inhibition, actives largely listed as inhibitors; 230,000 tested, under 10 active; AID 1477; also: % of control where 0% means no effect
Target sequence (Q01196 whole entry, looked up): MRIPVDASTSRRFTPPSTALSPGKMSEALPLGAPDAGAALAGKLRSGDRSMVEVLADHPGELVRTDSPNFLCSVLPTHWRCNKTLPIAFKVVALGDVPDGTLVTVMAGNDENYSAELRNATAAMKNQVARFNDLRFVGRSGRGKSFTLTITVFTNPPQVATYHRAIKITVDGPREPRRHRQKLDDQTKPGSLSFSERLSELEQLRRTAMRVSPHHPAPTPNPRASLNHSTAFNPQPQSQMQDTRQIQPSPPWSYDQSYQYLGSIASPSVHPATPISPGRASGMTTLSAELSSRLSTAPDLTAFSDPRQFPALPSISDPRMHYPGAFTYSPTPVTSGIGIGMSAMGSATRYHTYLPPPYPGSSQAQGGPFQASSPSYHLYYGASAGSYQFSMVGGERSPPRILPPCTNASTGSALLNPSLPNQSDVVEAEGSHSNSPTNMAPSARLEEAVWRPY
Target sequence (Q13951 whole entry, looked up): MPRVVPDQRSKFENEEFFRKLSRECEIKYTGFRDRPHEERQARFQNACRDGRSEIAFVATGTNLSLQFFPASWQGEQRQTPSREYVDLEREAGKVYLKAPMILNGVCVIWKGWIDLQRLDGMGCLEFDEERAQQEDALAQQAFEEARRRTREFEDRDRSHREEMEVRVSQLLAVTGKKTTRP
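Bead-based AlphaScreen assay; binding partners His-tagged CBF-beta and biotinylated RUNX1 at 30 nM each. Compound exposure 15 min after a 20-min protein preincubation; bead step 90 min; all steps at room temperature.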
GLA spleen mod: inhibits or activates alpha-galactosidase in human spleen homogenate; P06280; human spleen homogenate, 4MU-alpha-Gal fluorescence, 40 min; Potency, µM (titrated, usually from 80 µM), inactives show at the top dose activity change, negative = inhibition, most hits filed as inhibitors; actives 0.008% (n = 240,000);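 also: potency is read from the fitted curve at half-maximal effect; 0% = enzyme with vehicle and -100% = no enzyme basal signal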
Target sequence (P06280 32-429 limits assumed): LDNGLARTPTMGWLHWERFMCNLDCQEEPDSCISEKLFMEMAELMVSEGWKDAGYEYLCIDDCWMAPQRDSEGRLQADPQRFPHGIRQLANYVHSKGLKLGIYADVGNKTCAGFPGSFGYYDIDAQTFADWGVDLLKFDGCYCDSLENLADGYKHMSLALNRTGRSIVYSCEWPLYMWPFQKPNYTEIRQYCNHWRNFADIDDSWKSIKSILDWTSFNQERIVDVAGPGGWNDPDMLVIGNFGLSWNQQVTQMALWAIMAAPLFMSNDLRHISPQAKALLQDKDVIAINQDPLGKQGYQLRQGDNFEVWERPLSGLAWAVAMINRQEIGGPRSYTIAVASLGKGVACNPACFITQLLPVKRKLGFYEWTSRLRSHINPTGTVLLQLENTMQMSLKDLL
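qHTS titration in buffer at pH 5.0. Alpha-galactosidase activity in spleen homogenate was measured via 4-methylumbelliferone release from 1 mM fluorogenic substrate after 40 min at 37C and a pH 10 stop. AC50 came from Hill fits of control-normalized data.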
LMNA splice mod: LMNA splicing modulation; HeLa LMNA splicing GFP/RFP minigene ratio, 48 h; Potency, µM (highest dose often 46.1 µM), for inactives: at the highest dose ratio change, negative = inhibition, actives largely listed as inhibitors; actives 0.01% (n = 200,000); active = well fitted inhibition curve with a large enough effect in the signal ratio, with a control signal flat, not every such curve was filed as active; inconclusive = small, poorly fitted or top-dose-only effect, or effect the other way, or a change in a side signal; the % refers to the signal ratio; also: potency is read from the fitted curve at half-maximal effect; % is scaled to controls: 0 for no effect and ±100 for the full control effect
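S3 HeLa stable clones carrying a lamin A-EGFP splicing minigene plus DsRed2 were seeded at 600 cells/well in Opti-MEM with 2% FBS, pin-dosed and incubated 48 h at 37°C. Acumen cytometry (488 nm) gave the GFP/RFP total-intensity ratio.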
Epigenetic derep: epigenetic control regulation, reporter derepression | actives 0.2% (n = 280,000) | murine LDR cells, GFP reporter derepression, 30 h | Potency, µM (highest dose often 53.9 µM), for the others: at the highest dose GFP activation, most hits filed as activators; also: potency is read from the fitted curve at half-maximal effect; % of control where 0% means no effect; nearly all actives have a fitted effect of over 60% in size
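Readout is the number of GFP-expressing murine LDR cells, counted by cytometry following washing. Cells were treated with compound for 30 h at 37 C; the stably integrated CMV-GFP locus is normally silent.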
Luc counter: blocks Kinase-Glo luciferase, a counter-screen artifact | Q27757 | Kinase-Glo luciferase, ATP luminescence, 8 min | Potency, µM (titrated, usually from 38.3 µM), without a hit: at the highest dose activity change, negative = inhibition, most hits filed as inhibitors | actives 0.28% (n = 200,000) | AID 1379; also: potency is read from the fitted curve at half-maximal effect; % is scaled to controls: 0 for no effect and ±100 for the full control effect; nearly all actives have a fitted effect of over 60% in size
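Light output from Kinase-Glo luciferase with luciferin and 10 uM ATP in 50 mM imidazole pH 7.2, KCl, MgCl2, Tween 20, BSA; compound pin-delivered, 8-min ambient incubation, then luminescence read.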
* marks the source's active call; other numbers are inactive results; ? = inconclusive; . = not tested or not shown; [ ] = dose if it differs, or a comment. Unless noted, calls follow the shape of the dose curve; as a rule, active = well fitted curve in the direction sought with a large enough effect; inconclusive = small, poorly fitted or top-dose-only effect, or another doubt; inactive = no such curve, though single readings can be large; an effect the other way counts as inactive or inconclusive. These rows are one share of the data (hit frequency here may not be typical).

SMILES	NPSR antag	IMPase Li inh	CBFb RUNX1 block	GLA spleen mod	LMNA splice mod	Epigenetic derep	Luc counter
c1ccc(Cc2nnc3sc(Nc4ccccc4)nn23)cc1	-2.0%[46.1 µM]	32.7%[38.3 µM]	4.6%	1.8%	-11.3%	-1.2%	-0.3%
O=C1C(=Cc2cccn2-c2ccc(O)cc2)C(=O)c2ccccc21	-7.3%[46.1 µM]	6.7%[38.3 µM]	1.9%	1.6%	2.5%	22.4µM*	-3.0%
Cn1c(=O)c2c(nc(N3CCN(Cc4ccccc4)CC3)n2CCSc2ncccn2)n(C)c1=O	-12.7%[46.1 µM]	11.8%[38.3 µM]	9.4%	2.6%	-2.7%	-1.1%	-1.9%
CC(C)NS(=O)(=O)c1ccc(OCC(=O)NCc2ccc3c(c2)OCO3)c(Cl)c1	-10.6%[46.1 µM]	27.0%[38.3 µM]	8.0%	-0.6%	-16.6%	0.0%	6.1%
CN(C)c1nc(Oc2ccc(=O)[nH]n2)nc(N2CCCCC2)n1	-2.1%[46.1 µM]	-8.4%[38.3 µM]	8.5%	3.9%	-4.7%	-0.7%	-2.0%
C=CCn1c(Cc2ccc(OC)cc2)nnc1SCC(=O)c1cccc([N+](=O)[O-])c1	-8.4%[46.1 µM]	-7.9%[38.3 µM]	-5.7%	6.5%	4.2%	-2.7%	1.0%
O=C(C(c1ccccc1)c1ccccc1)N1CCN(CCN2C(=O)c3cccc4cccc(c34)C2=O)CC1	-28.4%	-0.7%	-22.4%	-7.2%	?	0.0%	-0.3%
O=C(CSc1ccc(-c2ccc(F)cc2)nn1)N1CCOCC1	11.4%	-4.9%	4.0%	6.7%	.	0.9%	-13.3%
CCOC(=O)C1(Cc2ccccc2C)CCCN(Cc2cn(C)nc2C)C1 (centres undefined)	-5.7%	-3.9%	11.8%	-2.1%	.	-0.2%	.
CCc1ccc2nc(NC(=O)c3ccc(N4C(=O)CCC4=O)cc3)sc2c1	0.9%	.	6.4%	2.7%	.	1.0%	.
Cc1oc(S(=O)(=O)N(C)C)cc1C(=O)Nc1ccc(Cl)cc1	-0.4%	.	9.4%	3.4%	.	-1.0%	.
CCOC(=O)c1ccc(NS(=O)(=O)c2cccc3nsnc23)cc1	-5.4%[46.1 µM]	34.1%[activator][38.3 µM]	9.9%	-9.6%	-11.9%	-15.0%	1.7%
Cc1[nH]c(=S)c(C#N)c(C)c1C(=O)Nc1ccccc1	-1.5%[46.1 µM]	2.6%[38.3 µM]	-2.6%	-25.7%	7.4%	0.5%	-1.2%
O=C(CN1CCN(Cc2ccccc2)CC1)Nc1cccc(C(F)(F)F)c1	-3.4%[46.1 µM]	17.5%[38.3 µM]	2.7%	-1.5%	4.0%	0.4%	18.5%
N#CC1=C(S)N(c2ccc(F)cc2)C2(CCCCC2)NC1=O	16.8%	13.2%	4.2%	-3.1%	.	?	2.6%
O=C(COC(=O)c1cnccn1)NCc1ccc2c(c1)OCO2	-0.8%	4.8%	-0.9%	4.5%	18.8%[46 µM]	-3.3%	-3.4%
O=C(NC(c1ccccc1)C(Cl)(Cl)Cl)c1ccccc1 (centres undefined)	-28.8%	2.3%	1.3%	-0.1%	?	-1.2%	-1.0%
Cc1nn(-c2ccccc2)c(C)c1-c1cc(C(=O)N/N=C/c2ccc(O)cc2)[nH]n1	50.9%	.	4.9%	9.3%	.	-0.2%	.
C=C(C)Cn1c(C)cc(C)c(S(=O)(=O)c2cccc(C)c2)c1=O	-54.6%	13.5%	25.5%	-1.2%	?	-0.9%[10.1 µM]	0.4%
Clc1ccc(-c2ncc3ccccn23)c(Cl)c1	-12.8%	-0.2%	-4.3%	-2.9%	18.0%[46 µM]	-0.1%	1.1%
O=C(CC(c1ccccc1)c1cc(Br)ccc1O)NCCN1CCOCC1 (centres undefined)	11.2%[46.1 µM]	39.2%[activator][38.3 µM]	16.0%	39.8µM*	10.8%	-1.1%	0.9%
CN(CCN1CCc2ccccc2C1)Cc1nc(-c2ccc3c(c2)OCO3)no1	13.6%	17.0%	-3.6%	0.3%	2.2%[46 µM]	3.0%	-7.1%
COc1ccccc1NC(=O)c1cc(Cl)nnc1Cl	-13.6%	-2.3%	13.4%	-9.7%	.	1.4%	3.5%
S=c1nc[nH]c2c1sc1nc(-c3ccccc3)c3c(c12)CCCC3	-8.6%[46.1 µM]	?	2.0%	-0.3%	-5.5%	0.0%	4.3%

Structures shown so far containing an aryl thioether with sulfur outside any ring:
SMILES	NPSR antag	IMPase Li inh	CBFb RUNX1 block	GLA spleen mod	LMNA splice mod	Epigenetic derep	Luc counter
Cn1c(=O)c2c(nc(N3CCN(Cc4ccccc4)CC3)n2CCSc2ncccn2)n(C)c1=O	-12.7%[46.1 µM]	11.8%[38.3 µM]	9.4%	2.6%	-2.7%	-1.1%	-1.9%
C=CCn1c(Cc2ccc(OC)cc2)nnc1SCC(=O)c1cccc([N+](=O)[O-])c1	-8.4%[46.1 µM]	-7.9%[38.3 µM]	-5.7%	6.5%	4.2%	-2.7%	1.0%
O=C(CSc1ccc(-c2ccc(F)cc2)nn1)N1CCOCC1	11.4%	-4.9%	4.0%	6.7%	.	0.9%	-13.3%

Remaining list, next part.
SMILES	NPSR antag	IMPase Li inh	CBFb RUNX1 block	GLA spleen mod	LMNA splice mod	Epigenetic derep	Luc counter
Cc1cccc(CCNS(=O)(=O)c2ccc3c(c2)oc(=O)n3C)c1	-10.9%[46.1 µM]	-0.9%[38.3 µM]	-1.4%	1.0%	1.9%[0.0737 µM]	0.2%	1.5%
COc1ccc(CN2CCc3cc(OC)c(OC)cc3C2)cc1O	-6.0%	5.8%	-2.3%	-6.5%	.	0.8%	.
Cc1ccccc1N1C(=O)C2ON(c3ccccc3)C(c3ccco3)C2C1=O (centres undefined)	4.0%[7.67 µM]	.	-10.1%	-0.3%	.	5.8%	.
COc1ccc(NC(=S)Nc2ccc3nccnc3c2)cc1	-6.5%	0.8%	-11.1%	2.6%	1.1%	-0.9%	-2.3%
Nc1ccccc1N=c1ssnc1Cl	-0.3%	-4.5%	16.4%	4.5%	.	-4.1%	-2.4%
CCCOC(=O)C1C2C=CC3(CN(c4ccc(Cl)c(F)c4)C(=O)C13)O2 (centres undefined)	?	24.3%[38.3 µM]	1.8%	1.5%	-15.0%	-0.8%	-0.3%
CN(C)S(=O)(=O)c1cccc(NC(=O)COC(=O)c2cc3ccccc3oc2=O)c1	19.8%	.	-3.3%	4.8%	.	4.2%	.
O=C(CN1CCC(n2nnc3cc(F)ccc32)CC1)Nc1ccccc1N1CCOCC1	-22.9%[46.1 µM]	48.5%[activator][38.3 µM]	6.3%	0.1%	-2.6%	-1.0%	0.2%
COC(=O)C1CCN(C(c2cccs2)c2sc3nc(C)nn3c2O)CC1 (centres undefined)	-10.9%[46.1 µM]	8.9%[38.3 µM]	17.4%	6.4%	?	0.0%	6.4%
COc1ccc(-c2nc3n(c(=O)c2C#N)CCS3)cc1	3.9%	-10.2%	1.6%	0.7%	.	-2.6%	0.3%
C=CCc1c(OC)ccc2ccc(=O)oc12	-12.9%[46.1 µM]	21.0%[38.3 µM]	6.7%	7.4%	5.4%	2.0%	-1.0%
CCO[C@H]1OC(C(=O)N2CCOCC2)=C[C@@H](c2ccccc2)[C@@H]1CCCO	-3.2%	-1.7%	18.4%	0.6%	.	1.7%	.
COc1cc(NC(=O)CCCOc2ccc(Cl)cc2Cl)c(C(=O)O)cc1OC	-14.9%	.	3.5%	-2.9%	.	0.0%	.
COc1ccc(/C=N/NC(=O)CSc2n[nH]c(=O)[nH]c2=O)cc1	18.3%	-2.9%	4.8%	9.8%	-5.9%	-1.1%	4.6%
CC(=O)/C=C/c1ccccc1O	10.9%	-1.0%	3.8%	-0.6%	?	-1.5%	0.2%
CCCCOCCCNC1=NCCCCC1	4.9%[46.1 µM]	4.1%[38.3 µM]	0.9%	3.7%	6.8%	-0.7%	0.5%
CCOC(=O)C1NN=C(C(=O)c2ccccc2)C1c1ccc(OC)cc1 (centres undefined)	-19.2%	-9.2%	4.8%	5.7%	.	0.1%	-3.2%
Cc1ccc(S(=O)(=O)n2nc(-c3cccnc3)nc2N)cc1	-3.7%[46.1 µM]	-4.8%[38.3 µM]	-1.1%	-4.3%	6.4%	-1.1%	0.0%
CC(Oc1ccccc1)C(=O)NNC(=O)c1cccs1 (centres undefined)	5.3%	-5.7%	1.0%	-15.8%	.	-3.2%	4.1%
COCCCNC(=S)NNC(=O)c1ccccc1Br	8.8%	12.0%	1.3%	2.0%	10.9%[46 µM]	-3.2%	3.3%
CCN1C(=O)C2(C(C(=O)c3ccc(C)o3)=C(O)C(=O)N2CCCN2CCOCC2)c2ccccc21 (centres undefined)	-8.1%[46.1 µM]	?	3.0%	-4.7%	5.5%	-1.1%	0.5%
CNC(=S)Nc1ccc2nc(C)c(C)nc2c1	0.7%[46.1 µM]	1.8%[38.3 µM]	-0.7%	-1.1%	-5.3%	0.0%	0.0%
O=C(OCc1ccccc1F)c1ccc2c(c1)-c1ccccc1C2=O	-25.3%[46.1 µM]	8.8%[38.3 µM]	-2.7%	-0.2%	?	-0.1%	-3.1%
COC(=O)C1=C(Nc2ccc(C)cc2)C=C(C)C(C(=O)OC)C1c1cccc(OC)c1 (centres undefined)	-11.7%[46.1 µM]	20.3%	?	0.3%	?	4.7%	-2.3%
O=C(O)c1ccc(Cl)c(N2C(=O)Nc3ccccc3N2O)c1	14.7%	19.3%	-6.1%	8.4%	?	-0.1%	-0.1%
CC1(OC(=O)c2ccc(Cl)nc2)C(=O)C=C2C=C3CCCN3C=C2C1=O (centres undefined)	8.8%	11.1%	-8.5%[13.1 µM]	-5.0%[17.5 µM]	2.5%[9.22 µM]	-0.2%	-3.0%[7.66 µM]
CCCNS(=O)(=O)c1ccc(CCC(=O)N2CCCCC2)cc1	-5.5%[46.1 µM]	15.1%[38.3 µM]	9.8%	-5.2%	-4.6%	0.0%	2.5%
Nc1ccnc(C(F)(F)F)c1C(=O)c1ccccc1	-8.2%[46.1 µM]	-10.9%[38.3 µM]	2.6%	-2.6%	6.4%	-1.8%	-1.0%
CCOC(=O)/C(=C/C=C1\Sc2cc(C)c(C)cc2N1CC)C(C)=O	?	31.4%[activator]	0.2%	-15.0%	?	?	-0.1%
COCCNC(=O)C(c1cccnc1)N(Cc1ccc(C)cc1)C(=O)Cn1nnc2ccccc21 (centres undefined)	-8.6%	2.4%	-0.3%	-2.7%	.	0.1%	0.8%
COc1ccc(CN2C(=O)c3ccccc3C2C(=O)NCC2CCCO2)c(OC)c1 (centres undefined)	-1.1%[46.1 µM]	-0.6%[38.3 µM]	3.6%	1.0%	2.6%	0.0%	-3.3%
